Screening results (PubChem)
BioA inh – BioA (M. tuberculosis) enzyme inhibition. purified M. tuberculosis BioA enzyme, plate reader. actives 0.096% (n = 360,000). inhibition, % at 9.99 µM; in the data active = inhibition above about 40%; inconclusive = no clear call, values can overlap the other calls
FadD28 FP inh – M. tuberculosis FadD28 bisubstrate binding inhibition | actives 0.22% (n = 360,000) | inhibition, % at 12.5 µM | FadD28 bisubstrate probe binding, fluorescence polarization; in the data active = inhibition above about 8.5%, passing the limit was not always enough; inconclusive = no clear call, values can overlap the other calls
Anthrax LF inh2 – inhibitors of Bacillus anthracis lethal factor protease; P15917; multiplex microsphere protease cleavage assay, LF; inhibition, % at 10 µM; actives 0.12% (n = 360,000); also: plate controls were buffer without enzyme for full effect and enzyme alone for no effect
Target sequence (P15917 whole entry, looked up): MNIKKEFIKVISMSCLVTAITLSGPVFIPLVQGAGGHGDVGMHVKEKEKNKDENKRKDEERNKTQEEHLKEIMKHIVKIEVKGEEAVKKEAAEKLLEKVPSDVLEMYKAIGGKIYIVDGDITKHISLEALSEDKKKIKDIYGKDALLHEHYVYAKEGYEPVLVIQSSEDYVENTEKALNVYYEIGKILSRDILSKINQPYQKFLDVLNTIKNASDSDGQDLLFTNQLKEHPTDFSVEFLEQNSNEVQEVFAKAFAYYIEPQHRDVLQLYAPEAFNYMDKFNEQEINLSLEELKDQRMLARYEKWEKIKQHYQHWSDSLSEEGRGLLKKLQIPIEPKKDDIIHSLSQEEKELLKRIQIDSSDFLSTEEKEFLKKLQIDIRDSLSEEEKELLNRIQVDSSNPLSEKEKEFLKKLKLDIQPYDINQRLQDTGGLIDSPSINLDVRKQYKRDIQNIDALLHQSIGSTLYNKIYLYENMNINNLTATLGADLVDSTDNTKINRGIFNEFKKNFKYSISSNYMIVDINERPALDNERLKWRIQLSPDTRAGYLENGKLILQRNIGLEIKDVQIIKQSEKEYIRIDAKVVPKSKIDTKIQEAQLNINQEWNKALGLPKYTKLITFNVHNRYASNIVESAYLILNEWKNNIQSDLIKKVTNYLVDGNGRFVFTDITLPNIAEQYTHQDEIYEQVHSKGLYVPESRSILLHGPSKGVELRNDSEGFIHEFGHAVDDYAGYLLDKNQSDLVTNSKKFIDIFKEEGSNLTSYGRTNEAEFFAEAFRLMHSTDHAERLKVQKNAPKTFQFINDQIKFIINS
Mtb FBA inh – Mtb fructose-bisphosphate aldolase inhibition | P9WQA3 | purified M. tuberculosis FBA, fluorescence read-out | inhibition, % at 1 µM | actives 2.3% (n = 360,000) | AID 588726; in the data active = inhibition above about 27%;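 also: 0% = vehicle and 100% = reference inhibitor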
BoNT-A LC inh2 – blocks Botulinum neurotoxin A light chain protease | inhibition, % at 10 µM | multiplex microsphere protease substrate cleavage, flow cytometry | actives 0.17% (n = 360,000); also: plate controls were buffer without enzyme for full effect and enzyme alone for no effect
GDH-TPI counter – counter-screen for M. tuberculosis FBA inhibitors: GDH-TPI coupled enzymes; GDH-TPI coupled enzyme counterscreen, NADH absorbance; inhibition, % at 4.8 µM; actives 1.2% (n = 360,000); AID 588335; in the data active = inhibition above about 30%;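 also: 0% = DMSO wells and 100% = wells lacking the enzyme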
PfHsp40 yeast – restores yeast growth despite PfHsp40 toxicity; S. cerevisiae expressing PfHsp40, growth rescue, ATP luminescence; growth rescue, % at 12.5 µM; actives 0.68% (n = 340,000); in the data active = growth rescue above about 28%, passing the limit was not always enough; inconclusive = no clear call, values can overlap the other calls;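 also: yeast W303a lacking pdr1 and pdr3 grown in galactose medium; growth measured after three days at 30 °C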
UGM FP inh – blocks M. tuberculosis UGM enzyme; P9WIQ1; purified UGM, fluorescence polarization probe displacement; inhibition, % at 10 µM; actives 0.06% (n = 320,000); AID 504406; in the data active = inhibition above about 10%, passing the limit was not always enough; inconclusive = no clear call, values can overlap the other calls
BoNT-F LC inh – blocks Botulinum neurotoxin F light chain protease | Multiplex microsphere protease cleavage assay, flow cytometry | inhibition, % at 10 µM | actives 0.22% (n = 360,000); in the data active = inhibition above about 35%, passing the limit was not always enough; inconclusive = no clear call, values can overlap the other calls; also: plate controls were buffer without enzyme for full effect and enzyme alone for no effect
The depositor's hits bear a star; ? = inconclusive; . = no result given; + = active, no number; & = joins results of further samples. Rule as the data show it, unless noted: active = inhibition above about 30%; inconclusive = no clear call, values can overlap the other calls; inactive = below that.

[1] COc1cccc(Oc2ccc(C(F)(F)F)cc2NC(=O)CN2C(=O)NC3(CCCC3)C2=O)c1
[2] C=CCN1C(=O)CC(C(=O)NC)SC1=Nc1ccc(C(=O)OCC)cc1 (stereo unspecified)
[3] COC(=O)CC(c1ccc(C(C)C)cc1)n1cccc1 (stereo unspecified)
[4] CCOC(=O)N1CCN(C(c2cccnc2)c2ccc3cccnc3c2O)CC1 (stereo unspecified)
[5] COc1ccc(C2/C(=C(/O)c3ccccc3)C(=O)C(=O)N2c2ccccn2)cc1OC (stereo unspecified)
[6] CC(=Nc1ccc(C)c(C)c1)C1=C(O)CCC1=O
[7] COc1ccc(Br)cc1CNC(=O)C1CCCN(S(C)(=O)=O)C1 (stereo unspecified)
[8] CN(C)C1=NCCN1CC1CCCC1
[9] COc1cc(OC)c2c(c1O)OC(c1ccccc1)CC2=O (stereo unspecified)
[10] CS(=O)(=O)NNC(=O)c1cc2cc3ccccc3nc2s1

assay / compound	1	2	3	4	5	6	7	8	9	10
BioA inh	-1.0	-1.2	0.8	.	.	1.0	-0.9	-1.4	1.4	.
FadD28 FP inh	-7.9	-5.1	-1.1	-1.1	-2.8	-0.7	-1.3	-1.5	0.2	-0.1
Anthrax LF inh2	-2	1	-7	3	3	-3	-1	3	6	-4
Mtb FBA inh	0	1	-1	2	-2	2	-1	3	2	2
BoNT-A LC inh2	1.0	-0.3	-1.0	-1.0	0.6	-0.1	0.0	-0.1	-0.3	-0.9
GDH-TPI counter	0	-1	-2	8	5	9	18	18	7	8
PfHsp40 yeast	1.9	-0.7	1.1	11	-1.8	-2.8	0.9	-0.7	1.7	-0.2
UGM FP inh	1.0	-1.2	3.2	-2.4	2.0	-2.2	-0.3	3.8	-1.6	0.3
BoNT-F LC inh	6	-8	0	-6	6	-4	10	-1	-4	-8

The closing three compounds of the part before lead into the next:
[8] CN(C)C1=NCCN1CC1CCCC1
[9] COc1cc(OC)c2c(c1O)OC(c1ccccc1)CC2=O (stereo unspecified)
[10] CS(=O)(=O)NNC(=O)c1cc2cc3ccccc3nc2s1
[11] CCc1nc2ccc(C(=O)N3CCN(S(=O)(=O)CC)CC3)cn2c1N(CCC(C)C)CCN(C)C
[12] C[C@@H]1CCCCO[C@H](CN(C)Cc2ccc(Cl)c(Cl)c2)[C@@H](C)CN([C@H](C)CO)C(=O)c2cc(N(C)C)ccc2O1
[13] CC(=O)c1ccc(NC(=O)c2ccccc2Sc2ncnc3sc(C)c(C)c23)cc1
[14] CCOc1ccc(-c2cnc3ccccc3n2)cc1
[15] O=C(CCn1nc(-c2ccccc2)ccc1=O)N1CCN(c2ccccc2)CC1
[16] CCOC(=O)Nc1ccc2c(CN3C(=O)NC4(CCCC4)C3=O)cc(=O)oc2c1
[17] O=C(NCCN1CCOCC1)c1cccc(S(=O)(=O)N2CCCCCC2)c1
[18] Cc1cccc(Cn2c(NCCO)nc3c2c(=O)n(C)c(=O)n3C)c1
[19] Cc1cc(C)c(S(=O)(=O)N2CCN(C(=O)N3CCOCC3)CC2)c(C)c1
[20] COc1cc(/C=N/NC(=O)C(=O)NCc2cccnc2)ccc1O

assay / compound	8	9	10	11	12	13	14	15	16	17	18	19	20
BioA inh	-1.4	1.4	.	1.3	-0.4&-1.9	7.2	0.0	1.7	0.4	0.7	.	-1.3	-3.6
FadD28 FP inh	-1.5	0.2	-0.1	-2.6	-1.5	-1.9	-0.5	.	-2.7	-1.4	0.6	-4.4	0.4
Anthrax LF inh2	3	6	-4	-7	-7	-2	6	-4	0	-1	-2	-4	-3
Mtb FBA inh	3	2	2	0	0	-5	7	-2	+	-4	2	-3	0
BoNT-A LC inh2	-0.1	-0.3	-0.9	-0.2	-0.4	-0.5	4.6	-0.8	-0.1	0.3	1.1	6.6	-2.2
GDH-TPI counter	18	7	8	6	-12	11	13	3	23	11	11	-10	34*
PfHsp40 yeast	-0.7	1.7	-0.2	.	.	1.5	-0.3	-0.3	-1.2	1.2	-0.9	-0.6	0.2
UGM FP inh	3.8	-1.6	0.3	.	.	-0.2	-0.1	0.4	.	-1.5	-2.0	-0.2	-0.5
BoNT-F LC inh	-1	-4	-8	-1	-6	-5	?	-11	-1	5	-4	?	-4

[21] CC(C)CCNC(=O)CSc1nc2ccsc2c(=O)n1NC(=O)c1ccccc1
[22] CSc1nc2ccccc2n1C(=O)Oc1ccccc1
[23] CN(C)CCCNC(=O)C[C@H]1C[C@H](C(=O)N2CCCCC2)[C@@]2(C)c3[nH]c4ccc(Cl)cc4c3CCN2C1=O
[24] CS(=O)(=O)c1ccc2nc(NC(=O)CCN3C(=O)c4ccccc4C3=O)sc2c1
[25] C#CC1(O)CCCC2C3CCC4CC(OC(C)=O)CCC4(C)C3C(=O)CC21C (stereo unspecified)
[26] Cc1cc(N2CCOCC2)n2cc(-c3ccc(F)cc3)nc2n1
[27] CC(=O)Nc1ccc(NC(=O)C(=O)NCC(c2ccco2)N2CCc3ccccc3C2)cc1 (stereo unspecified)
[28] OC(CC#CCN1CCCCCC1)(c1ccccc1)C1CCCC1 (stereo unspecified)
[29] Cc1cccc(C(=O)Nc2cc(S(=O)(=O)N3CCOCC3)ccc2N2CCCCC2)c1
[30] O=C(NNC(=O)C1CC2CCC1C2)c1ccccc1 (stereo unspecified)

assay / compound	21	22	23	24	25	26	27	28	29	30
BioA inh	-0.2	-2.0	6.3	.	0.4	.	0.1	19	0.1	-0.2
FadD28 FP inh	0.3	-3.4	-4.0	-3.2	-3.2	-3.2	-3.4	-8.7	-0.9	2.1
Anthrax LF inh2	-3	1	-3	-5	-1	0	-4	7	-1	-1
Mtb FBA inh	0	-3	-3	1	-3	25	-2	-1	-2	3
BoNT-A LC inh2	0.7	1.6	-0.3	0.8	-0.4	-0.5	-1.3	-1.5	-2.0	-0.7
GDH-TPI counter	4	-20	2	4	-5	-1	-5	-9	-1	5
PfHsp40 yeast	0.4	4.1	-1.6	-2.7	0.6	-0.9	-0.1	1.3	0.8	-1.3
UGM FP inh	1.2	-3.6	.	-2.0	.	-2.6	-0.8	2.1	0.3	-0.5
BoNT-F LC inh	2	6	-4	7	-3	-9	-8	-27	-4	-7

[31] NC(=O)c1c(NC(=O)c2ccc(S(=O)(=O)N3CCOCC3)cc2)sc2c1CCCCC2
[32] Cc1c(Cc2ccccc2)sc(NC(=O)c2ccco2)c1C(N)=O
[33] CC(C)[C@H](NC(=O)CCn1nnc2ccccc2c1=O)C(=O)O
[34] COc1cccc(CN(C)C(=O)COc2cccc3c2OC(C)(C)C3)c1OC
[35] O=C1N=C(N2CCOCC2)S/C1=C1\C(=O)N(Cc2ccccc2)c2ccccc21
[36] Cc1ccc(-c2nnc(N3CCN(C(=O)COc4ccccc4)CC3)c3ccccc23)cc1
[37] CCOC(=O)c1c(C)oc2c1c(C(c1ccccc1)N1CCOCC1)c(O)c1ccccc12 (stereo unspecified)
[38] CC(C)CNC(=S)NNC(=O)c1csc2c1CCCC2
[39] CC(/C=C/c1ccccc1)=N/NC(=O)c1cnccn1
[40] CC(=O)NC1CSCC1OC(C)=O (stereo unspecified)

assay / compound	31	32	33	34	35	36	37	38	39	40
BioA inh	.	-0.9	1.9	3.0	-0.1	1.3	-1.0	1.7	.	-1.8
FadD28 FP inh	0.9	0.8	-1.1	-0.6	-2.4	-3.0	-1.5	-0.2	-2.6	-4.9
Anthrax LF inh2	0	0	-1	1	-3	-4	-5	-2	8	3
Mtb FBA inh	0	1	-2	6	-1	0	0	2	3	4
BoNT-A LC inh2	0.7	-0.4	2.9	5.7	-0.7	0.8	?	-1.1	-0.8	0.3
GDH-TPI counter	16	17	-1	-1	4	22	3	-6	24	6
PfHsp40 yeast	0.5	2.1	-0.5	-0.6	-0.4	0.1	0.3	1.4	-0.9	0.0
UGM FP inh	2.1	-0.4	1.5	.	2.1	-2.6	-3.7	0.1	-3.7	-2.5
BoNT-F LC inh	10	-5	13	18	-2	-2	6	-1	-3	2

[41] c1ccc(-c2nnc(OCc3cccnc3)c3ccccc23)cc1
[42] COc1ccc(NC(=O)CN(C)C(=O)CC2CCCCC2)cc1
[43] COCCC(=O)N1CCCC(N2CCN(c3ccc(F)cc3)CC2)C1 (stereo unspecified)
[44] CC(=O)OC(C)C[N+](C)(C)C (stereo unspecified)
[45] CC1CCCN(C(=O)CNC(=O)c2cccs2)C1 (stereo unspecified)
[46] Cc1cccc(C)c1OCC(=O)OCC(=O)Nc1ccc(Cl)cn1
[47] COc1ccccc1CNC(=O)Cn1nnc(-c2ccncc2)n1
[48] COc1ccc(OCc2nc3c4cc(OC)c(OC)cc4nc(=S)n3[nH]2)cc1

assay / compound	41	42	43	44	45	46	47	48
BioA inh	28	-0.4	-0.5	-2.6	-0.8	-2.9	-1.4	.
FadD28 FP inh	-0.3	-1.7	-1.6	1.0	-2.6	-0.7	-0.4	-0.9
Anthrax LF inh2	0	-9	-12	-8	-2	-2	-1	3
Mtb FBA inh	-1	3	1	5	-4	0	5	2
BoNT-A LC inh2	-0.3	6.6	-1.5	-1.1	-0.2	-0.2	-0.5	0.5
GDH-TPI counter	0	4	-7	12	-3	-3	7	11
PfHsp40 yeast	15	-1.5	-0.3	-0.7	-0.5	0.2	-0.6	-1.4
UGM FP inh	-0.4	-2.3	-1.5	-1.3	-1.3	1.4	0.2	1.1
BoNT-F LC inh	1	4	30	-16	-10	-3	-22	2

Rewritten with each value named: part of the list above.
41	c1ccc(-c2nnc(OCc3cccnc3)c3ccccc23)cc1
  BioA inh: 28
  FadD28 FP inh: -0.3
  Anthrax LF inh2: 0
  Mtb FBA inh: -1
  BoNT-A LC inh2: -0.3
  GDH-TPI counter: 0
  PfHsp40 yeast: 15
  UGM FP inh: -0.4
  BoNT-F LC inh: 1
44	CC(=O)OC(C)C[N+](C)(C)C (stereo unspecified)
  BioA inh: -2.6
  FadD28 FP inh: 1.0
  Anthrax LF inh2: -8
  Mtb FBA inh: 5
  BoNT-A LC inh2: -1.1
  GDH-TPI counter: 12
  PfHsp40 yeast: -0.7
  UGM FP inh: -1.3
  BoNT-F LC inh: -16
45	CC1CCCN(C(=O)CNC(=O)c2cccs2)C1 (stereo unspecified)
  BioA inh: -0.8
  FadD28 FP inh: -2.6
  Anthrax LF inh2: -2
  Mtb FBA inh: -4
  BoNT-A LC inh2: -0.2
  GDH-TPI counter: -3
  PfHsp40 yeast: -0.5
  UGM FP inh: -1.3
  BoNT-F LC inh: -10
42	COc1ccc(NC(=O)CN(C)C(=O)CC2CCCCC2)cc1
  BioA inh: -0.4
  FadD28 FP inh: -1.7
  Anthrax LF inh2: -9
  Mtb FBA inh: 3
  BoNT-A LC inh2: 6.6
  GDH-TPI counter: 4
  PfHsp40 yeast: -1.5
  UGM FP inh: -2.3
  BoNT-F LC inh: 4
